High-throughput results as filed in PubChem.
E coli growth: bacterial growth inhibition, counter-screen for AddAB inhibitors; E. coli V3065 growth, OD600 absorbance, 18 h; inhibition, % at 11.9 µM; 0.27% of 330,000 active; AID 449728;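 active means inhibition above the campaign's mean inhibition across all tested compounds plus 3 SD, cut at about 9.9% in these data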;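 further: uninfected addAB+ strain grown without phage in ampicillin broth; 0% = DMSO wells and 100% = ciprofloxacin 0.95 µg/ml wells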
AddAB inh: less growth of phage-infected E. coli with AddAB; AID 435030; inhibition, % at 11.9 µM; 0.29% of 330,000 active; E. coli expressing H. pylori AddAB, absorbance growth; in the data active means inhibition above about 12%;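 further: 0% = vehicle wells of infected cells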
Mot1-301 SUMO: inhibitors of SUMOylation pathway: yeast Mot1-301 growth rescue; S. cerevisiae Mot1-301 growth rescue, ATP luminescence, 38.5C; percent above DMSO median, 100 means doubled; growth rescue, % at 18.8 µM; 1% of 320,000 active;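 active means every valid replicate shows activation above 250% relative to neutral control wells; inactive means the rest, any valid replicate at or below 250%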;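 further: OY570 slx delta 5 strain wells were the positive control but not used for scaling; some compounds called inactive have numbers as strong as hits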
HTR5A inv ag: counter-screen for OPRM1-OPRD1 inverse agonists: human HTR5A inverse agonism | P47898 | HTR5A cell line, luminescence | inhibition, % at 9.3 µM | 0.083% of 340,000 active | AID 504634; in the data active means inhibition mostly above about 23%, no sharp cut-off; inactive means mostly below about 18%;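 further: 0% = cells with DMSO and 100% = no-cell wells with DMSO; some compounds called inactive have numbers as strong as hits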
Target sequence (P47898 whole entry, looked up): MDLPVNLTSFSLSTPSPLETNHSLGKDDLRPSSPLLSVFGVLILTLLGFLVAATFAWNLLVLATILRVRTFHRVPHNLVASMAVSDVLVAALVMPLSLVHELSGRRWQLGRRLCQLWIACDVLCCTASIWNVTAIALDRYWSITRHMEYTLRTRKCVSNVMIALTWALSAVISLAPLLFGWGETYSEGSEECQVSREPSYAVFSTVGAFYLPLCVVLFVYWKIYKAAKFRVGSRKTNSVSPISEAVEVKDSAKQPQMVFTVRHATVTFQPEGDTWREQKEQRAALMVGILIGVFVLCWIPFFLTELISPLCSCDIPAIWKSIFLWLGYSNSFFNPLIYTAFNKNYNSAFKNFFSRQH
MOR-DOR inv ag: inverse agonist of human OPRM1-OPRD1 heterodimerization | 0.21% of 340,000 active | P35372+P41143 | inhibition, % at 9.3 µM | cell-based MOR-DOR heterodimer luminescence, inverse agonism | AID 504357; in the data active means inhibition above about 22%, passing the limit was not always enough;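 further: 0% = cells with DMSO and 100% = wells without cells with DMSO; values of inactives mirror those of a sister screen read the other way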
PfHsp90 set2: growth inhibition of yeast expressing Plasmodium Hsp90. inhibition, % at 9.4 µM. 0.32% of 310,000 active. AID 504621. S. cerevisiae expressing PfHsp90, BacTiter-Glo ATP, 48 h; yeast lacking PDR1 and PDR3 efflux regulators;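 active means every replicate shows inhibition above about 80%, whatever the replicate mean, limit read from the data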;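 further: 0% = DMSO neutral controls and 100% = 20 µM radicicol positive controls; yeast relying on Plasmodium falciparum Hsp90 in place of its own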
PKA-R2B activ: PKA-R2B complex activation. P22694+P31323. PKA-R2B holoenzyme dissociation, Cy5-IP20 fluorescence polarization; R2B truncated from residue 108, S112A mutant; 0% DMSO only, 100% 113 µM cGMP. activation, % at 11.4 µM. 0.079% of 340,000 active. AID 504700;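 active means activation above a cutoff set at the mean over all compounds plus 3 SD, cut at about 18% in these data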;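 further: higher means more holoenzyme dissociation and a rise in polarization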
Target sequence (P31323 whole entry, looked up, other chains not shown, the tested form may be a part): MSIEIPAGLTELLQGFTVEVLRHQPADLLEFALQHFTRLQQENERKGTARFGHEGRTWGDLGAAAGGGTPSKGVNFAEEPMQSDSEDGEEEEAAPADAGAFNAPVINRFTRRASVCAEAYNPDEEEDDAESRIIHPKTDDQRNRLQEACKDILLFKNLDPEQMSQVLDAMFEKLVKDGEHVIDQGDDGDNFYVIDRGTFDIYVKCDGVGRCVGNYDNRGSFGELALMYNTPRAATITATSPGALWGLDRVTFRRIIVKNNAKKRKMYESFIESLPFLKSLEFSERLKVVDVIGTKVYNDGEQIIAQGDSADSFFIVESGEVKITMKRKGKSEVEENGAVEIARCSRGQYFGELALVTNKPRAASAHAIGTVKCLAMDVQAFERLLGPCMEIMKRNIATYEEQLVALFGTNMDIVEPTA
phage Ecoli inh: E. coli growth loss with phage present. growth absorbance. inhibition, % at 11.9 µM. 0.26% of 360,000 active. AID 651602; in the data active means inhibition above about 11%
Tat transport: E. coli Tat transport inhibition | E. coli MC4100 TorA-mCherry Tat export, fluorescence | inhibition, % at 10 µM | 0.036% of 340,000 active | AID 488895;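 active means mean replicate inhibition at least 50% and at least half of replicates individually reaching 50%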;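 further: exported cargo escapes ClpAP degradation while cytoplasmic cargo is degraded and loses fluorescence; 0% = median of neutral control wells and 100% = median of NaSCN control wells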
PKA-R1A activ: activates the PKA-R1A holoenzyme complex. P00514+P68181. PKA-R1A dissociation, Cy5-IP20 fluorescence polarization; scaled: DMSO 0%, 113 µM cGMP 100%. activation, % at 11.4 µM. 0.083% of 340,000 active;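 active means percent activation above the mean of all tested compounds plus 3 SD, cut at about 19% in these data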;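 further: higher means more PKAc released from R1A so a rise in polarization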
OPRM1-OPRD1 ag: agonists of human mu-delta opioid receptor heterodimerization. P35372+P41143. cells, OPRM1-OPRD1 heterodimerization, luminescence. activation, % at 9.3 µM. 0.3% of 340,000 active; in the data active means activation above about 18%;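 further: 0% = vehicle-treated cells and 100% = reference agonist; values of inactives mirror those of a sister screen read the other way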
An asterisk follows results filed as active; . = not tested or not shown.

SMILES	E coli growth	AddAB inh	Mot1-301 SUMO	HTR5A inv ag	MOR-DOR inv ag	PfHsp90 set2	PKA-R2B activ	phage Ecoli inh	Tat transport	PKA-R1A activ	OPRM1-OPRD1 ag
COc1ccc(/C(C)=N\NC(=O)CNC(=O)C(c2ccccc2)c2ccccc2)cc1OC	-0.2	4.2	19	10	9	-6	-15	0.1	-3	-11	-1.7
O=C(CN1C(=O)NC2(CCc3ccccc32)C1=O)NCc1ccc(F)cc1 (stereo not given)	.	.	.	2	-16	3	8	3.6	7	-6	2.5
COc1cc(C(=O)OCCNC(=O)c2ccncc2)cc(OC)c1OC	0.2	2.7	-9	16	6	10	0	3.1	-10	2	-1.1
CN1C(=S)SC(N(O)C(=O)Nc2cccc3ccccc23)C1(C)C (stereo not given)	0.1	1.0	-7	-14	-7	0	-6	2.4	-2	0	1.7
CCOC(=O)C1=C(COC(=O)COc2ccc(C(C)=O)cc2)NC(=O)NC1C (stereo not given)	0.7	4.1	17	7	1	2	-7	4.6	-5	-10	-0.1
Cc1ccc(-c2noc(CCCc3ccccc3)n2)cc1	0.7	1.3	592	-24	0	5	-3	1.0	14	-10	0.0
Cc1cc(NC(=O)c2ccc(Br)c([N+](=O)[O-])c2)no1	1.2	0.5	-10	-33	-16	-8	-1	3.4	-1	6	3.3
O=C1/C(=C\c2ccc(O)cc2)CCC1CNc1ccc(Cl)cc1 (stereo not given)	.	.	.	-5	2	42	-8	4.7	-4	-2	-0.5
COc1cc(OC)cc(N(C(=O)CNC(=O)c2cccs2)C(C(=O)NCC2CCCO2)c2ccccc2)c1 (stereo not given)	-2.8	0.3	12	-11	7	14	2	-0.8	-7	3	-1.0
COc1ccc(NC(=O)Nc2cccc3c2O[C@H](CN(C)S(=O)(=O)c2c(C)noc2C)[C@@H](C)CN([C@H](C)CO)C3=O)cc1	2.0	3.0	15	-39	4	1	-3	2.2	1	-7	-1.0
Cc1ccc(Nc2nnc(SCc3cc(=O)n4ccsc4n3)s2)c(C)c1	0.0	1.9	-23	9	-11	-22	2	3.9	6	3	1.8
COc1ccc(/C(N)=N/OC(=O)c2ccc3c(c2)OCO3)cc1OC	-0.1	1.6	-7	-6	-18	7	-5	2.8	-12	-10	3.0
Cc1ccc(NC(=O)CNC(=O)c2ccco2)cc1Cl	0.0	2.2	-6	11	1	11	-3	1.3	-3	-2	-0.2
O=C(COC(=O)c1cc(S(=O)(=O)N2CCOCC2)ccc1F)NCc1ccc2c(c1)OCO2	0.1	0.2	-4	-12	0	.	-10	2.9	7	3	0.0
CCC(C(=O)OCC(=O)N(C)c1c(N)n(Cc2ccccc2)c(=O)[nH]c1=O)c1ccccc1 (stereo not given)	-0.6	0.9	-13	-1	1	.	5	0.6	2	5	-0.1
Cc1cc(NS(C)(=O)=O)c(=O)n(Cc2cccc(F)c2)c1	.	.	.	-12	8	-16	-1	-3.6	4	-9	-1.6
O=C(COc1ccc(S(=O)(=O)N2CCCCC2)cc1Cl)N1CCOCC1	2.1	1.1	-32	-16	-19	3	-5	3.7	2	-3	2.3
CN(C)S(=O)(=O)c1cccc(NC(=O)COC(=O)c2cccn2C)c1	0.9	-0.9	-16	-16	9	-15	1	2.2	3	-8	-1.7
Brc1ccccc1-c1nnc2sc(-c3ccc4c(c3)OCCO4)nn12	-0.6	-0.1	-30	6	-17	.	11	1.6	17	-14	2.8
Cc1ccc(N2CC(C(=O)NC3CC3)CC2=O)cc1Cl (stereo not given)	1.6	2.4	1	-16	15	-2	-7	0.6	1	-3	-2.7
CCCCC(=O)Nc1ccc(NC(=S)NC(=O)CC(C)C)cc1OC	-0.7	1.0	3	11	-4	9	4	2.5	2	9	0.6
CNC(=O)/C(=C\c1cccc(Oc2ccccc2)c1)NC(=O)c1ccccc1	0.8	4.5	-10	2	-20	-2	3	2.1	3	-5	2.9
CCCN=C1N(C)C[C@@H]2[C@@H]3C(=O)N(C)C(=O)[C@@H]3[C@](CC)(C(=O)OC)N12	0.4	-0.4	.	8	18	-10	-9	2.9	-3	-9	-3.6
Cc1cc(OCCOCCN(C)C)ccc1Cl	1.4	3.7	-3	1	9	-5	9	3.1	-5	-5	-1.8
Cc1cccc(N2CCN(C(=O)CN(C)S(=O)(=O)c3ccc4c(c3)CCC(=O)N4)CC2)c1C	1.0	2.6	-28	4	-6	-13	-5	2.2	-6	4	1.0
O=[N+]([O-])c1nn(-c2ccc3c(c2)OCCO3)n(O)c1=NCc1ccc(F)cc1	0.1	1.1	-3	-21	-28	-26	-7	2.6	-7	5	5.3
FC(F)(F)c1ccc(/C=N/n2c(COc3ccccc3)n[nH]c2=S)cc1	0.6	-0.2	-15	9	-21	8	-3	1.6	-2	-10	4.7
CS(=O)(=O)Nc1ccccc1C(=O)NCCSc1ccccc1	1.6	1.8	0	-20	10	-9	-1	1.7	-4	-8	-2.0
Cc1ccc(-n2c(Cc3noc4ccccc34)n[nH]c2=S)cc1	-0.8	0.5	-7	0	11	-3	3	3.1	-3	-1	-2.4
O=Cc1c(Nc2cccc(C(F)(F)F)c2)nc2ccccn2c1=O	-0.9	2.0	2	-20	12	-19	1	1.5	2	11	-2.6
COc1ccc(OC)c(C(=O)COC(=O)C(CCSC)NC(=O)COc2ccccc2)c1 (stereo not given)	1.6	1.0	-1	16	3	4	-5	1.1	2	-13	-0.4
O=C(COC(=O)/C=C/c1ccc(S(=O)(=O)N2CCOCC2)cc1)NCc1ccccc1	-0.8	4.6	0	7	8	13	-11	1.5	0	-5	-1.6
CCOc1cc(/C=N/NC(=O)C(C)Sc2ccccn2)ccc1O (stereo not given)	-0.3	2.9	-11	8	-2	5	-6	3.3	-4	6	0.5
O=C(CCCSc1nnc(Nc2ccccc2F)s1)N1CCOCC1	2.1	2.0	22	-3	-5	6	0	-3.0	-2	-6	0.9
CC(C)NC(=O)NC(=O)CSc1nncn1C	1.6	1.8	-16	-8	10	5	6	0.0	-8	0	-1.9
O=C(Nc1ccncc1)C1CC(=O)N(c2ccc(F)cc2)C1 (stereo not given)	-1.6	2.7	73	-5	-17	49	-13	1.3	-5	-9	2.6
CCCN(CC(=O)Nc1ccccc1OC)C(=O)C1CCCC1	-0.6	-1.9	-3	2	7	.	-14	3.8	-1	-5	-1.4
O=C(N/N=C\c1cccnc1)c1ccc(Cl)s1	.	.	2	20	12	6	-4	-2.1	1	-3	-2.4
CCn1c(CN2CCOCC2)nnc1SCC(=O)Nc1ccccc1Cl	-0.3	3.7	124	17	18	3	-9	1.5	0	4	-3.4
CCN1C(=O)CC(C(=O)Nc2ccc(F)cc2)SC1=Nc1ccc2c(c1)OCO2 (stereo not given)	0.9	2.6	3	-8	-2	-30	-5	1.0	5	-10	0.4

An excerpt from above with just PfHsp90 set2, PKA-R2B activ and phage Ecoli inh:
canonical_smiles	PfHsp90 set2	PKA-R2B activ	phage Ecoli inh
FC(F)(F)c1ccc(/C=N/n2c(COc3ccccc3)n[nH]c2=S)cc1	8	-3	1.6
CCn1c(CN2CCOCC2)nnc1SCC(=O)Nc1ccccc1Cl	3	-9	1.5

Going on with the list:
SMILES	E coli growth	AddAB inh	Mot1-301 SUMO	HTR5A inv ag	MOR-DOR inv ag	PfHsp90 set2	PKA-R2B activ	phage Ecoli inh	Tat transport	PKA-R1A activ	OPRM1-OPRD1 ag
CCOC(=O)C(C(=O)OCC)C(C)C#CCN1CCCCC1 (stereo not given)	1.3	-0.4	-18	-13	11	-7	10	2.1	-4	-19	-2.0
CN(C)/C=C1/C=C(c2ccccc2)OC1=O	0.3	0.0	-33	-19	5	-21	5	1.3	0	4	-1.0
CCOC(=O)/C(=C\C=C1/Sc2cc(OCC)c(OCC)cc2N1CC)C(C)=O	0.0	4.6	58	16	9	-2	-7	3.1	-12	-20	-1.8
COc1ccc(C(=O)CSc2nnc(COc3ccccc3)n2Cc2ccco2)cc1	0.3	0.3	0	-6	-1	-16	3	3.0	-1	-2	0.2
CCN(CC)S(=O)(=O)c1cc(NC(=O)NCCCl)ccc1C	0.8	2.3	65	-5	-7	12	-1	-0.7	9	-5	1.3
CC1CCCC(NC(=O)c2ccc3c(SCC(=O)O)c4c(nc3c2)CCC4)C1C (stereo not given)	1.6	-0.9	265	12	8	-2	3	1.9	1	-8	-1.6
CC(C)Cn1c(-c2csc3ccccc23)n[nH]c1=S	0.1	0.3	33	-13	-7	-6	3	3.8	-1	6	1.4
CC(Sc1ccccc1)C(=O)N/N=C/c1cccnc1 (stereo not given)	3.7	1.1	15	-2	5	15	1	0.3	-2	-4	-1.1
O=C1OCCN1C(=O)[C@H]1[C@H](c2ccc(F)cc2)C(c2ccc(F)cc2)=NN1c1ccc(Br)cc1	0.8	1.3	-3	-15	0	4	-16	.	-7	1	0.1
COC(=O)c1c(-c2ccc(S(C)(=O)=O)cc2)sc2ccc(OC)cc12	-2.7	0.6	114	-10	15	.	3	-0.5	-4	-12	-2.7
Nc1nnc(SCC(=O)OCC(=O)Nc2ccc(Br)cc2F)s1	0.1	-2.4	5	2	5	-4	2	4.8	-1	3	-1.1
O=C(C1=NN(c2ccccc2)C(=O)CC1)N1CCc2ccccc2C1	-4.2	0.1	-3	5	22	11	-6	1.1	-10	-8	-4.2
N#CC1=C(N)Nc2nc3ccccc3n2C1c1ccc(F)cc1 (stereo not given)	-1.7	1.0	14	8	3	3	-7	0.8	-12	-18	-0.7
O=C(O)CNC(=O)c1ccc(Sc2ccccc2)c([N+](=O)[O-])c1	0.4	1.5	1	-6	5	-18	-2	3.1	0	4	-1.0
COC(=O)Nc1ccc(S(=O)(=O)N2CCC(C(=O)N(C)C3CCCCC3)CC2)cc1	-0.5	-0.6	-2	11	2	1	-7	1.3	-5	-1	-0.4
COc1ccc(/C(C)=N/Nc2ccc(F)cc2F)c(O)c1	-4.0	4.0	87	-9	-11	16	1	1.2	-1	-10	2.2
COc1cc(C(=O)NCCCN2CCCC2=O)cc(Br)c1OCc1ccccc1	-1.8	-0.4	-14	7	7	23	-7	1.8	-3	-13	-1.7
COc1ccc(NC(=O)CN(C)C(=O)c2c(-c3ccccc3Cl)noc2C)cc1	-2.4	-0.7	19	1	5	-3	-3	1.5	-6	-12	-0.8
CCOc1cc(NC(=O)C(C)C)c(OCC)cc1NC(=O)Nc1ccccc1	-3.5	3.0	-14	11	-22	-14	-1	0.1	0	-5	4.7
COc1ccc(C(NC(=O)c2ccco2)c2ccc(OC)c(OC)c2)cc1OC	0.2	-0.2	-16	-4	0	1	3	1.9	5	7	0.0
O=C(Nc1ccc(Cl)c(S(=O)(=O)N2CCCC2)c1)c1cc(=O)[nH]c2ccccc12	0.3	0.7	-4	-10	17	.	-4	2.6	2	-12	-4.4
COc1ccc(-c2csc(NC(=O)C3CC(=O)N(Cc4ccco4)C3)n2)cc1 (stereo not given)	0.0	3.1	6	-13	0	10	0	3.6	-4	4	-0.1

Compounds as they come. About 2.2% of those tested had a hit in this group.
